GALK inh: galactokinase (human) inhibition | P51570 | Purified GALK, Kinase-Glo residual ATP luminescence | Potency, µM (titrated, usually from 57.5 µM), for inactives: top-dose activity change, negative = inhibition, most hits filed as inhibitors | 270,000 tested, 0.007% active; further: potency means the concentration at half of the fitted maximal effect; on the % scale 0 is the no-effect control and ±100 the full control effect
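Human GALK (5 nM) with 35 uM ATP and 100 uM galactose in 20 mM HEPES pH 8.0, 5 mM MgCl2, 60 mM NaCl, 1 mM DTT, 0.01% BSA. After 1 h at room temperature, leftover ATP was read by Kinase-Glo Plus luminescence.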
Chronic BCR inh: inhibitors of chronic active B-cell receptor signaling; AID 493014; ABC-DLBCL IkBa-CBG/CBR reporter, luminescence ratio, 4 h; Potency, µM (highest dose often 46.1 µM), inactives show at the highest dose ratio change, negative = lower green/red ratio, actives largely listed as inhibitors; 340,000 tested, 0.05% active; active means well fitted inhibition curve with a large enough effect in the signal ratio, with a control signal flat, not every such curve was filed as active; inconclusive means small, poorly fitted or top-dose-only effect, or effect the other way, or a change in a side signal; the % refers to the signal ratio;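 further: potency means the concentration at half of the fitted maximal effect; plate controls were basal doxycycline-induced cells for no effect and cells given 10 µM MG132 for full effect; MG132 reads +100%, hits lower the ratio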
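Cell line TMD8 (human ABC DLBCL), stably expressing tet-inducible CBG68-IkBa fusion and CBR; IMDM/0.5% FBS; cpd up to 46 uM; dox induction, 4 h, 37C/5% CO2; dual luminescence; green/red ratio; MG132 control.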
TSHR antagonist: human thyrotropin receptor antagonism; TSHR-expressing cells, TSH-stimulated cAMP HTRF, 2 h; active compounds read low; activity change, negative = inhibition, % at 11.5 µM; 330,000 tested, 0.2% active; AID 504810;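 active means activity change below a set negative limit, meaning inhibition stronger than a set level, cut at about -70% in these data; inconclusive means activity change between two set negative limits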; further: on the % scale 0 is the no-effect control and ±100 the full control effect
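Read-out is FRET at 665 nm (cryptate excitation 337 nm) from a cryptate-tagged anti-cAMP antibody, competed by cell cAMP against cAMP-d2. Compounds are tested on freshly harvested TSHR cells challenged with 4nM TSH (EC80) for 2 hours at 37 deg C.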
S-ASM inh: blocks human secretory acid sphingomyelinase; P17405; placental ASM, HMU-PC fluorogenic substrate, 60 min; Potency, µM (top dose mostly 57.5 µM), for inactives: top-dose activity change, negative = inhibition, usual class: inhibitors; 340,000 tested, 0.006% active; AID 504937; further: potency means the concentration at half of the fitted maximal effect
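Fluorescence read-out (Ex 386 nm, Em 447 nm) after stopping the reaction at pH 10. Enzyme: ASM from human placenta; substrate HMU-PC0, 9 uM final; 60 min, 37 °C. Compound preincubation 10 min, ambient temperature.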
USP2a inh: USP2a (human) protease inhibition. O75604. USP2 core, Ub-CHOP2 coupled fluorogenic reporter, 485/531. Potency, µM (titrated, usually from 38.3 µM), inactives show at the highest dose activity change, negative = inhibition, hits mostly inhibitors. 330,000 tested, 0.01% active. AID 463254;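 further: potency means the concentration at half of the fitted maximal effect; plate controls were DMSO wells for no effect and full inhibition by NEM control for full effect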
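USP2 core (10nM final) preincubated 30min RT with compound in 20mM Tris-HCl pH 8.0, 2mM CaCl2, 2mM beta-mercaptoethanol, 0.05% CHAPS; 25nM Ub-CHOP2 plus 25nM reporter substrate added, fluorescence (Ex485/Em531) read after 60min.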
PKM2 activator: increases activity of human pyruvate kinase M2; AID 1631; Potency, µM (highest dose often 57.5 µM), for inactives: at the top dose activation, hits mostly activators; 260,000 tested, 0.34% active; purified PKM2, Kinase-Glo ATP luminescence, activation; response scale: 0% is enzyme alone, no compound; further: potency means the concentration at half of the fitted maximal effect; on the % scale 0 is the no-effect control and ±100 the full control effect; nearly all actives have a fitted effect of over 55% in size
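hPK-M2, >95% pure; 0.1 mM ADP / 0.5 mM PEP final; imidazole pH7.2 buffer w/ 7 mM MgCl2, 50 mM KCl; 1 h RT; Kinase-Glo lum. Intermediate enzyme activity for dual inhibitor/activator qHTS.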
Eya2 phos inh: Eya2 (human) phosphatase inhibition | AID 488837 | Potency, µM (series often up to 76.9 µM), without a hit: at the highest dose activity, negative = inhibition, hits mostly inhibitors | O00167 | 330,000 tested, 0.006% active | recombinant Eya2, OMFP fluorescence dephosphorylation (OMFP is methylfluorescein phosphate); further: potency means the concentration at half of the fitted maximal effect; on the % scale 0 is the no-effect control and ±100 the full control effect
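Eya2 (0.2 uM) preincubated 10 min at ambient with compound, then OMFP substrate added at 50 uM; 10 min reaction in 50 mM HEPES pH 7.5, 50 mM NaCl, 5 uM MgCl2, 0.05% BSA, 1 mM DTT. Fluorescence read at Ex 485/Em 525 nm.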
hERG WT inh: blocks the wildtype human KCNH2 potassium channel; Q12809; U2OS, BacMam KCNH2, thallium flux FluxOr; active compounds read low; activity change, % at 1.84 µM; 340,000 tested, 0.37% active; AID 720551;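 active means maximum activity change below -70%; inconclusive means maximum activity change between -70% and -50%; inactive means maximum activity change above -50%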; further: on the % scale 0 is the no-effect control and ±100 the full control effect
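U2OS cells transduced with wild-type KCNH2 virus are loaded with FluxOr dye for 45 min, and thallium flux is measured in kinetic reads before and after stimulation buffer. Rate constants are normalized to DMSO controls.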
Mito fusion yeast: blocks mitochondrial division or promotes mitochondrial fusion; S. cerevisiae fusion-defective mutant growth rescue, CellTiterGlo 48 h; Potency, µM (top dose mostly 46.1 µM), for the others: at the top dose growth rescue (activation), most hits filed as activators; 320,000 tested, 0.23% active;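 further: potency means the concentration at half of the fitted maximal effect; % of control where 0% means no effect; nearly all actives have a fitted effect of over 45% in size; temperature-sensitive fusion mutants such as fzo1-1 at 37 °C on non-fermentable ethanol glycerol medium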
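Temperature-sensitive fusion-defective S. cerevisiae (e.g. fzo1-1, mgm1-5) were grown with compound in YPEG medium (3% ethanol, 3% glycerol) for 48 hours at 37C. Growth rescue was measured as viability by CellTiterGlo luminescence after 10 minutes at ambient.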
MBNL1 CUG block: blocks human MBNL1 binding to CUG repeat RNA; Q9NR56; TR-FRET MBNL1-His/biotin-(CUG)12 binding, 665/545 ratio; Potency, µM (doses to about 57.5 µM), for the others: at the top dose activity change, negative = inhibition, actives largely listed as inhibitors; 280,000 tested, 0.036% active; AID 2675; active means well fitted inhibition curve with a large enough effect in the signal ratio, with a control signal flat, not every such curve was filed as active; inconclusive means small, poorly fitted or top-dose-only effect, or effect the other way, or a change in a side signal; inactive means no such curve, though single readings can be large or run the other way; the % refers to the signal ratio; further: potency means the concentration at half of the fitted maximal effect; on the % scale 0 is the no-effect control and ±100 the full control effect
Target sequence (Q9NR56 whole entry, looked up): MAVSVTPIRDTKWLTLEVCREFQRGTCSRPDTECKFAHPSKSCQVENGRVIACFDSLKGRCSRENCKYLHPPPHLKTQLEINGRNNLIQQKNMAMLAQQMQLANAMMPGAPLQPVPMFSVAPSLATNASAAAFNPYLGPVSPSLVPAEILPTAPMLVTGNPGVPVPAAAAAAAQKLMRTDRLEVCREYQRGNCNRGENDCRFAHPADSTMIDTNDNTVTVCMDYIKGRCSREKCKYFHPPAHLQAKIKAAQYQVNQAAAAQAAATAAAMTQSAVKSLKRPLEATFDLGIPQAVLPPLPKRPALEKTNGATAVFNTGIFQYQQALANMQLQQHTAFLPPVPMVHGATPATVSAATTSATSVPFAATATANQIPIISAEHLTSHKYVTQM
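TR-FRET between His-tagged MBNL1 and biotin-(CUG)12 RNA, detected with Tb anti-His antibody (0.055 ng/ul) and streptavidin-XL665 (5 nM), 60 min at room temperature. Compounds titrated 92 nM to 58 uM; 665/545 nm ratio normalized to buffer and complex controls.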
Menin-MLL TR inh: inhibitors of human menin-MLL interaction, mutant MLL peptide; Potency, µM (series often up to 61.6 µM), without a hit: at the top dose FP activity change, negative = inhibition, hits mostly inhibitors; AID 1768; 270,000 tested, 0.23% active; Menin + Texas Red MLL mutant peptide, fluorescence polarization; active means well fitted inhibition curve with a large enough effect in the polarisation, with a control signal flat, not every such curve was filed as active; inconclusive means small, poorly fitted or top-dose-only effect, or effect the other way, or a change in a side signal; inactive means no such curve, though single readings can be large or run the other way; the % refers to the polarisation; further: potency means the concentration at half of the fitted maximal effect; % of control where 0% means no effect; many of its hits are not listed in these tables
Target sequence (O00255 whole entry, looked up): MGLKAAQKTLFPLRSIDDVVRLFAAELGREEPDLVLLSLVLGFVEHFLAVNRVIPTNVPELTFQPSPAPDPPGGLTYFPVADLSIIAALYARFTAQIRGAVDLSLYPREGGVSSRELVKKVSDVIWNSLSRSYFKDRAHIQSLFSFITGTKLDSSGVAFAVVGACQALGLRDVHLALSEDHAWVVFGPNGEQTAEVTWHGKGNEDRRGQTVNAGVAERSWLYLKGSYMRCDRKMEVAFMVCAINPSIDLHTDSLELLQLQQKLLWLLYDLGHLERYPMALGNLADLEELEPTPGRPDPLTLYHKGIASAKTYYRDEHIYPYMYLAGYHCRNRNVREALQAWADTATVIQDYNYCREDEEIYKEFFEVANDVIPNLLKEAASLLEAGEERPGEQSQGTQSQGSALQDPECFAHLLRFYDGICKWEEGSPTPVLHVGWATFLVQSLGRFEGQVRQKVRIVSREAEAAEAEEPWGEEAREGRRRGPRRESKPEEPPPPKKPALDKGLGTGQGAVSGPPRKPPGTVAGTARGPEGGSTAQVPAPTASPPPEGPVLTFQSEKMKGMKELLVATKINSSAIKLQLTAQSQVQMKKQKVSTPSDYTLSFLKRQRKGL
* marks the source's active call; other numbers are inactive results; [ ] = remark or other dose. Unless noted, the call rests on the fitted dose curve; in most records, active means well fitted curve in the direction sought with a large enough effect; inconclusive means small, poorly fitted or top-dose-only effect, or another doubt; inactive means no such curve, though single readings can be large; an effect the other way counts as inactive or inconclusive. Only part of the results is shown (hit frequency here may not be typical).

`Oc1ccc(/C=N/n2c(-c3ccccc3)n[nH]c2=S)cc1Br` gave GALK inh -3%, Chronic BCR inh inconclusive, TSHR antagonist -22, S-ASM inh 5%, USP2a inh -2%, PKM2 activator -1%[11.5 µM], Eya2 phos inh -12%, hERG WT inh -3, Mito fusion yeast 2%, MBNL1 CUG block 4% and Menin-MLL TR inh 33%[activator].
`CCOC(=O)C1=C(COC(=O)[C@@H](NC(=O)c2cccc(C)c2)C(C)C)NC(=O)NC1C` (some centres not stated) gave Chronic BCR inh -5%, TSHR antagonist 1, S-ASM inh -1%, USP2a inh -3%, Eya2 phos inh -3% and hERG WT inh 1.
Cc1cccc(C)c1OCC(O)CN1CCN(c2ccccn2)CC1 (configuration not stated) was read as GALK inh 1%, Chronic BCR inh -3%, TSHR antagonist -3, S-ASM inh 0%, USP2a inh 0%, PKM2 activator 0%, Eya2 phos inh -7%, hERG WT inh 1, Mito fusion yeast 3%, MBNL1 CUG block -1% and Menin-MLL TR inh inconclusive.
Screening CCOc1ccc(NC(=O)C(=O)NCCN2CCN(C(=O)c3ccc(C)cc3)CC2)cc1 returned GALK inh -2%, Chronic BCR inh 2%, TSHR antagonist -11, S-ASM inh -3%, USP2a inh -1%, Eya2 phos inh 10%, hERG WT inh 16, Mito fusion yeast -1%, MBNL1 CUG block 5% and Menin-MLL TR inh -15%.
`COc1ccccc1OCC(=O)NCc1cccs1` gave GALK inh -1%, Chronic BCR inh -6%, TSHR antagonist -6, S-ASM inh 2%, USP2a inh 1%, PKM2 activator -2%, Eya2 phos inh 2%, hERG WT inh -5, Mito fusion yeast -5%, MBNL1 CUG block 3% and Menin-MLL TR inh 5%.
CC(=O)n1nc2nc(C)cc(C)c2c1N was read as GALK inh 0%, Chronic BCR inh 2%, TSHR antagonist -9, S-ASM inh 2%, USP2a inh -2%, PKM2 activator -1%, Eya2 phos inh -6%, hERG WT inh 0, Mito fusion yeast 5%, MBNL1 CUG block -3% and Menin-MLL TR inh 1%.
`CC(C)C(NC(=O)C1CCCCC1)C(=O)NC1=NCCS1` (configuration not stated) gave GALK inh 0%, Chronic BCR inh inconclusive, TSHR antagonist 16, S-ASM inh 3%, USP2a inh 4%, PKM2 activator 5%, Eya2 phos inh 2%, hERG WT inh 3, Mito fusion yeast 5%, MBNL1 CUG block -1% and Menin-MLL TR inh 3%.
Screening COc1ccccc1NC(=O)C(=O)NCCCN1CCCC1=O returned Chronic BCR inh inconclusive, TSHR antagonist -6, S-ASM inh -2%, USP2a inh -1%, Eya2 phos inh 9%, hERG WT inh -4 and Mito fusion yeast -3%.
Screening COc1ccc(CCNC(=O)c2coc3ccccc3c2=O)cc1OC returned GALK inh -2%, Chronic BCR inh inconclusive, TSHR antagonist 28, S-ASM inh -6%, USP2a inh 1%, Eya2 phos inh 13%, hERG WT inh 3, Mito fusion yeast 7%, MBNL1 CUG block 68%[activator] and Menin-MLL TR inh inconclusive.
CC(=Nc1ccccc1)C1=C(O)CC(C)(C)CC1=O was read as GALK inh 1%, Chronic BCR inh -7%, TSHR antagonist 7, S-ASM inh -3%, USP2a inh -10%, PKM2 activator -3%, Eya2 phos inh 3%, hERG WT inh -2, Mito fusion yeast 27%, MBNL1 CUG block -2% and Menin-MLL TR inh -15%.
`CCOC(=O)Cc1csc(SCC(=O)Nc2cccc(C#N)c2)n1` gave GALK inh 6%, Chronic BCR inh 0%, TSHR antagonist -8, S-ASM inh 2%, USP2a inh -2%, PKM2 activator -2%, Eya2 phos inh -6%, hERG WT inh -4, Mito fusion yeast 3%, MBNL1 CUG block 5% and Menin-MLL TR inh 1%.
CC(C)Oc1ccc(-c2cc(=O)[nH]c(=O)[nH]2)cc1 was read as GALK inh -4%, Chronic BCR inh 9%, TSHR antagonist 2, S-ASM inh 10%, USP2a inh 1%, PKM2 activator 0%, Eya2 phos inh -20%, hERG WT inh -1, Mito fusion yeast -3%, MBNL1 CUG block inconclusive and Menin-MLL TR inh 1%.
`COC(=O)c1cc(-c2ccccc2)sc1N` gave GALK inh -2%, Chronic BCR inh 0%, TSHR antagonist 2, S-ASM inh -6%, USP2a inh 2%, PKM2 activator 6%, Eya2 phos inh 3%, hERG WT inh 13, Mito fusion yeast -4%, MBNL1 CUG block 8% and Menin-MLL TR inh inconclusive.
`O=C(CCc1ccccc1)NNC(=O)C1CCCCC1` gave Chronic BCR inh -1%, TSHR antagonist 17, S-ASM inh 4%, USP2a inh 2%, PKM2 activator -2%, Eya2 phos inh 9%, hERG WT inh 5, Mito fusion yeast 0%, MBNL1 CUG block -2% and Menin-MLL TR inh -9%.
`O=S(=O)(NCc1csc(-c2cccs2)n1)c1ccccc1` gave GALK inh -4%, Chronic BCR inh inconclusive, TSHR antagonist -3, S-ASM inh -3%, USP2a inh 0%, PKM2 activator 4%, Eya2 phos inh 11%, hERG WT inh -12 and Mito fusion yeast -5%.
C=CCn1c(COC)nnc1SCC(=O)c1ccc(F)cc1 was read as GALK inh 1%, Chronic BCR inh -15%, TSHR antagonist 14, S-ASM inh 2%, USP2a inh 0%, PKM2 activator 11%, Eya2 phos inh 10%, hERG WT inh 7, Mito fusion yeast 8%, MBNL1 CUG block -6% and Menin-MLL TR inh -9%.
O=C(CCc1nc2ccccc2c(=O)[nH]1)NNC(=O)COc1ccc(Br)cc1 was read as Chronic BCR inh 11%, TSHR antagonist -2, USP2a inh 1%, Eya2 phos inh -31%, hERG WT inh -2 and Mito fusion yeast -3%.
O=c1ccnc(Sc2ncccc2[N+](=O)[O-])[nH]1 was read as GALK inh -2%, Chronic BCR inh -8%, TSHR antagonist -4, S-ASM inh 0%, USP2a inh 0%, PKM2 activator -30%, Eya2 phos inh -20%, hERG WT inh 1, Mito fusion yeast -7%, MBNL1 CUG block inconclusive and Menin-MLL TR inh 11%.
COc1ccc(Br)cc1/C=N/N1CCN(Cc2ccccc2Cl)CC1 was read as GALK inh -7%, Chronic BCR inh 6%, TSHR antagonist -5, S-ASM inh -2%, USP2a inh -1%, PKM2 activator -3%, Eya2 phos inh 3%, hERG WT inh 5, Mito fusion yeast -9%, MBNL1 CUG block -3% and Menin-MLL TR inh 11%.
For Cc1ccc(C(c2nnnn2CCc2ccccc2)N2CCSCC2)cc1 (configuration not stated) the results were GALK inh 1%, Chronic BCR inh 6%, S-ASM inh 0%, USP2a inh -8%, PKM2 activator -24%, Eya2 phos inh -10%, hERG WT inh 15, Mito fusion yeast -1%, MBNL1 CUG block 3% and Menin-MLL TR inh -1%.
Screening Cc1nn(-c2nnc(NC3CCCCC3)nn2)c(C)c1Br returned GALK inh 2%, Chronic BCR inh inconclusive, TSHR antagonist -11, S-ASM inh -9%, USP2a inh -1%, PKM2 activator -6%, Eya2 phos inh 1%, hERG WT inh -1, Mito fusion yeast inconclusive, MBNL1 CUG block inconclusive and Menin-MLL TR inh -3%.
For CCOC(=O)Cc1cnc(NC(=O)CSc2nc3ncnc(N)c3[nH]2)s1 the results were GALK inh 11%, Chronic BCR inh -11%, TSHR antagonist 0, S-ASM inh 0%, USP2a inh 1%, PKM2 activator 0%, Eya2 phos inh 1%, hERG WT inh -4, Mito fusion yeast 4% and Menin-MLL TR inh 1%.
`Cc1ccc(Oc2ncccc2/C=N/OCc2ccc(Cl)cc2Cl)cc1` gave GALK inh 0%, Chronic BCR inh 0%, TSHR antagonist -7, S-ASM inh -6%, USP2a inh -1%, PKM2 activator 2%, Eya2 phos inh 13%, hERG WT inh 3, Mito fusion yeast 1%, MBNL1 CUG block 3% and Menin-MLL TR inh -2%.
